From PubChem BioAssay
NR2E3 ag-1: NR2E3 agonists in two-hybrid cells, primary screen, cell-based, luminescence, CHO-S, Gal4-NCOR/VP16-NR2E3. 360,000 tested, 0.35% active. luciferase. inhibition of corepressor binding, % at 3.98 µM. AID 602229, 2012. Photoreceptor-specific nuclear receptor (Homo sapiens), Q9Y5X4;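 active = inhibition above the mean of all tested compounds plus 3 SD, cut at about 70% in these data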;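 also: 0% = DMSO with NR2E3 transfected cells and 100% = cells lacking NR2E3 construct; higher means lower luciferase signal from less NR2E3 corepressor binding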
Target sequence (Q9Y5X4 whole entry, looked up, the tested form may be a part): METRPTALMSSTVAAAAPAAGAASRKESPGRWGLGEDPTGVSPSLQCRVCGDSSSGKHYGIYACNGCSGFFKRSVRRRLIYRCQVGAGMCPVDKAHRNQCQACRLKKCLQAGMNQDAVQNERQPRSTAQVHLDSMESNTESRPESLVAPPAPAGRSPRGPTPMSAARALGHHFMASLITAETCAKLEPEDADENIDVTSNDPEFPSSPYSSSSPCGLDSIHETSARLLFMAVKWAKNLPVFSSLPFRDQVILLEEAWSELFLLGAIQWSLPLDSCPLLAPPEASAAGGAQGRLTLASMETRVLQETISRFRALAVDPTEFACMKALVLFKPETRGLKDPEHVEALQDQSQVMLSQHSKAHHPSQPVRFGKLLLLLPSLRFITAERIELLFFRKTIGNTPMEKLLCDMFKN
iPSC survival up: enhancers of single-cell hiPSC survival, primary screen, ATPlite luminescence. 360,000 tested, 0.044% active. 100% = ROCK inhibitor wells, 0% = DMSO. survival enhancement, % at 20 µM; in the data active = survival enhancement above about 18%;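 also: cells exposed to compounds for 16 hours before the ATP read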
MITF TRPM1 inh: inhibitors of MITF-dependent TRPM1 promoter reporter, primary screen, cell-based, SK-MEL-5, single point, luciferase. SK-MEL-5 TRPM1 promoter luciferase, 24 h. inhibition, % at 12.5 µM. 330,000 tested, 0.83% active. AID 488899, 2010;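 active = mean inhibition across replicates of 60% or more, whatever share of single replicates reaches that level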; also: values of inactives mirror those of a sister screen read the other way
HIF-2a block: HIF-2a reporter inhibitors, primary screen, luminescence, 786-0 RCC cells; 786-0 RCC cells HIF-2a reporter, luciferase luminescence, overnight; inhibition, % at 18.8 µM; 360,000 tested, 0.72% active;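 active = inhibition of the luminescence signal of 40% or more relative to plate controls, in a single-dose primary screen at 18.75 µM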
Shn3 inh set2: reduction of Shn3 3'UTR firefly luciferase signal, primary screen, Schnurri-3 inhibitor project, cell-based, Clone20 osteoblasts, set 2; Clone20 osteoblast Shn3 3'UTR firefly luciferase, 24 h; 360,000 tested, 0.52% active; inhibition, % at 12.5 µM; AID 588674, 2011;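 active = mean inhibition of at least 75% with every replicate also reaching 75%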;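 also: 0% = median of neutral control wells and 100% = pilot-screen positive control compound; some compounds past the cut are filed as inactive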
CF NFkB block: inhibitors of PAF-induced NF-kB signaling, primary screen, cell-based, GFP fluorescence, uHTS; KKLEB NF-kB-GFP reporter, GFP fluorescence overnight; inhibition, % at 5 µM; 360,000 tested, 0.86% active; AID 588850, 2011;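 active = at least 50% inhibition at 5 µM, scaled per plate between neutral and stimulator controls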;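 also: PAF is a Pseudomonas aeruginosa culture filtrate used as stimulus; plate controls were PAF-stimulated DMSO wells for no effect and unstimulated DMSO wells for full effect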
LMP1 NFkB inh: EBV LMP1-driven NF-kappaB luciferase reporter inhibitors, primary screen, cell-based, luminescence, single point; LMP1-induced NF-kappaB luciferase reporter cells; inhibition, % at 12.5 µM; 350,000 tested, 0.69% active; AID 504558, 2011; in the data active = inhibition above about 41%;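 also: 0% = neutral control wells and 100% = reference inhibitor control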
KKLEB cytotox: cytotoxicity in KKLEB CF airway cells, primary screen, cytotoxicity control for CF NF-kB inhibitor project, cell-based, uHTS, fluorescence assay plates | 360,000 tested, 0.36% active | activity change (cytotoxicity), % at 5 µM | KKLEB CF airway cells viability, ATPlite luminescence, overnight; active compounds read low; cells stimulated with P. aeruginosa culture filtrate | AID 602141, 2011;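 active = corrected activity change at or below -50% at 5 µM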
Peg3 prom inh: Peg3 promoter-driven luciferase inhibitors, primary screen, cell-based, HeLa, luciferase luminescence | inhibition, % at 20 µM | 360,000 tested, 1.7% active | HeLa PEG-Prom luciferase reporter, overnight;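 active = inhibition of at least 50% at 20 µM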
C8 TRAIL sens: viability loss with TRAIL in NB7+C8 cells, primary screen, TRAIL sensitizer project, cell-based, ATPlite luminescence | inhibition (viability loss, TRAIL sensitization), % at 10 µM | 360,000 tested, 1% active | AID 624354, 2012;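 active = compounds causing at least 50% loss of cell viability in the single-dose screen, relative to plate controls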
NR2E3 ag-2: inhibitors of NR2E3-RetCOR corepressor binding, primary screen, NR2E3 agonist project, biochemical, TR-FRET, GST-NR2E3, biotin-RetCOR; Photoreceptor-specific nuclear receptor (Homo sapiens), Q9Y5X4; 1536-well; inhibition of corepressor binding, % at 4.78 µM; 320,000 tested, 0.12% active; AID 2300, 2010;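 active = percent inhibition above the cutoff of mean plus 3 SD of all tested compounds, set per screening campaign, cut at about 20% in these data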;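 also: 0% = DMSO wells and 100% = biotin wells as full block of FRET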
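Assay system: NR2E3–RetCOR corepressor complex. Quantity: 1.35 nM GST-NR2E3. Buffer or medium: pH 7.5 Tris-based buffer. Reagent: biotinylated RetCOR corepressor at 7 nM final. Schedule: 5 h at 4 °C. Detection: TR-FRET, emission read at 617 and 671 nm. Replicates: one well per compound, singlicate testing.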
* marks the source's active call; other numbers are inactive results; . = not tested or not shown. Some of the compounds tested, so the mix of outcomes need not match the whole.

SMILES	NR2E3 ag-1	iPSC survival up	MITF TRPM1 inh	HIF-2a block	Shn3 inh set2	CF NFkB block	LMP1 NFkB inh	KKLEB cytotox	Peg3 prom inh	C8 TRAIL sens	NR2E3 ag-2
CC(=O)N(Cc1ccccc1)Cc1nc2sc(C)c(C)c2c(=O)[nH]1	-43	-1.3	7	17	-6	0	-9	4	2	1	6
COc1cc2[nH]c(=O)n(C3CCCCC3)c(=O)c2cc1OC	-19	0.8	-3	-4	-7	1	-7	6	-19	-12	-2
Cn1c(=O)c2c(nc(CN3CCOCC3)n2CCCc2ccccc2)n(C)c1=O	-24	-0.9	-7	4	-12	7	-14	0	-4	-2	3
COc1cc2c(cc1OC)C(C)N(C(=O)c1c(-c3ccccc3)noc1C)CC2 (configuration not stated)	-9	0.0	16	15	-12	-11	-1	12	22	1	3
C[C@@H]1CN([C@@H](C)CO)C(=O)c2cc(NS(C)(=O)=O)ccc2O[C@@H](C)CCCCO[C@H]1CN(C)Cc1ccc2c(c1)OCO2	-12	-0.4	.	3	1	-3	13	-6	-14	3	.
CC(=O)Oc1ccccc1C1OCCN1C(C)=O (configuration not stated)	-4	-0.1	-3	7	-1	2	-7	-6	8	8	1
COc1ccc(/C=N/Nc2ncc(C(F)(F)F)cc2Cl)c(OC)c1OC	-10	1.3	-20	-3	1	8	1	-2	9	-6	-2
Cc1ccc(SCc2nc(N)nc(Nc3ccccc3C)n2)c(C)c1	-25	3.8	6	-41	3	-4	8	-21	-28	3	1
COc1ccc(C2(c3ccc(OC)cc3)NC(=O)NC2=O)cc1	-22	-0.3	1	22	12	6	-11	-2	8	-5	2
CC(=O)c1cccc(-n2c(CCC(=O)O)ccc2-c2cccs2)c1	-15	2.3	8	-69	-29	13	-4	-4	3	1	3
COC(=O)C1=C(N)Oc2c(oc(CO)cc2=O)C1c1ccc(F)cc1 (configuration not stated)	-9	1.4	.	21	-37	6	.	-7	8	4	2
C=CCC1(CC=C)CCCN1C(=O)c1cc(COc2ccc(C)nc2)on1	99*	-0.5	-10	-138	41	-5	14	-12	-141	21	0
CCOC(=O)C(C(=O)Nc1ccccc1)C1CCCCC1 (configuration not stated)	-5	0.1	10	5	-1	-10	3	-1	19	3	5
CCCNC(=O)CSc1nnc(C)s1	13	-0.8	5	-2	-1	4	6	10	10	7	2
CCOc1ccccc1N1CC(C(=O)Nc2cc(S(=O)(=O)N3CCOCC3)ccc2OC(C)C)CC1=O (configuration not stated)	-24	-0.4	-4	5	-6	-2	3	8	9	-4	.
CC1CCC2(CC1)NC(=O)N(CC(=O)Nc1cccnc1Cl)C2=O (configuration not stated)	-24	-0.1	-11	10	-18	1	-3	9	6	-3	1
CCOC(=O)N1CCN(C(=O)CSc2nc(=O)n3cccc(C)c3n2)CC1	-3	0.1	-18	7	-6	19	4	-6	18	-3	1
O=C(CCC(=O)n1ncc2ccccc21)N1CCCCC1	-7	5.2	.	3	1	7	8	3	8	7	3
Cc1ccccc1NS(=O)(=O)c1cc2c3c(c1)CC(=O)N3CCC2	-26	-0.2	2	7	-4	1	-4	5	3	-5	-2
[2H]c1c([2H])c([2H])c(C(=O)c2sc(N3CCCCCC3)nc2-c2ccccc2)c([2H])c1[2H]	6	0.3	12	-4	51	7	-5	-6	14	9	1
O=C(NC1CC1)c1ccc(-c2nc3ccccc3s2)s1	-15	-2.6	56	47*	76	-13	42*	-66*	62*	91*	4
CC(=O)c1ccccc1NC(=O)CSCc1nc2sc(C)c(C)c2c(=O)[nH]1	17	-0.4	7	13	-16	15	-6	-5	4	10	.
CSc1ccc(-c2c(C#N)c(N)nc3c2c(C)nn3-c2ccccc2)cc1	-1	-3.8	11	25	29	21	-4	-19	76*	8	1
COC(=O)c1ccc(CNC(=O)/C=C/c2cc([N+](=O)[O-])ccc2OC(F)F)cc1	5	0.9	12	21	-10	-7	9	-12	18	-7	-1

Pulled by compound from the entries so far (3):
SMILES	NR2E3 ag-1	iPSC survival up	MITF TRPM1 inh	HIF-2a block	Shn3 inh set2	CF NFkB block	LMP1 NFkB inh	KKLEB cytotox	Peg3 prom inh	C8 TRAIL sens	NR2E3 ag-2
CC1CCC2(CC1)NC(=O)N(CC(=O)Nc1cccnc1Cl)C2=O (configuration not stated)	-24	-0.1	-11	10	-18	1	-3	9	6	-3	1
O=C(CCC(=O)n1ncc2ccccc21)N1CCCCC1	-7	5.2	.	3	1	7	8	3	8	7	3
CCOC(=O)N1CCN(C(=O)CSc2nc(=O)n3cccc(C)c3n2)CC1	-3	0.1	-18	7	-6	19	4	-6	18	-3	1

New compounds follow.
SMILES	NR2E3 ag-1	iPSC survival up	MITF TRPM1 inh	HIF-2a block	Shn3 inh set2	CF NFkB block	LMP1 NFkB inh	KKLEB cytotox	Peg3 prom inh	C8 TRAIL sens	NR2E3 ag-2
COC(=O)c1ccc2nc(-c3ccc(S(C)(=O)=O)cc3)cn2c1	-43	0.0	-38	-143	-40	3	-18	-4	-160	12	6
COC(=O)CCC(=O)Nc1ccc(OC)cc1	15	0.4	6	5	-4	-1	1	-6	18	-9	0
COc1cc2c(cc1Cl)/C(=C\CCN(C)C)c1ccccc1S2	-37	-1.1	-9	-27	7	-6	-5	-25	16	-18	1
CCC(=O)Nc1nnc(CCc2ccccc2)s1	-18	1.9	-10	-32	-10	11	-10	-8	-8	-14	-3
CC12CCC(=O)N1C(C(=O)NCc1ccccc1F)CS2 (configuration not stated)	-31	-0.2	2	7	-4	4	2	9	6	-3	-5
CCc1ccc(S(=O)(=O)Nc2c(NC3CCCCC3)c3ccccc3oc2=O)cc1	-2	-0.4	6	5	4	10	-6	-9	6	-28	-2
COc1ccc(CCNC(=O)CNC(=O)N2CC(=O)Nc3ccccc32)cc1OC	1	-1.5	.	12	-44	6	12	5	10	-9	.
CSc1nc(Oc2ccccc2)c2sccc2n1	-24	-0.9	-11	14	4	21	-1	-10	19	-1	2
CC1=NN(C(N)=S)C(=O)C1N=Nc1c(Cl)cc([N+](=O)[O-])cc1Cl (configuration not stated)	83*	2.8	-31	-241	-43	12	0	-20	-124	15	-2
CCCc1cc(=S)n2c([nH]c3ccccc32)c1C#N	-11	0.0	-2	-11	-6	43	11	-25	0	37	0
O=C(c1cccc(S(=O)(=O)N2CCCCCC2)c1)N1CCN(Cc2ccccc2)CC1	-12	-3.0	-4	12	12	-6	1	13	22	-7	.
O=C(O)Cn1cc(C(=O)C(F)(F)F)c2ccccc21	-20	4.0	9	12	-13	1	6	-3	1	0	2
COc1cccc(NC(=O)CN(C)C(=O)C(Sc2ccccc2)c2ccccc2)c1 (configuration not stated)	9	0.6	1	17	1	1	-4	-4	27	19	.
COc1cc(OC)c(OC)cc1CNC(=O)c1cc(S(=O)(=O)N(C)c2ccccc2OC)ccc1C	-8	-0.5	21	1	29	28	-5	-30	16	0	.
CC(C)(C)SCCNS(=O)(=O)c1ccccc1	0	1.2	2	-4	3	15	2	-4	17	-15	-1
CCOc1ccc2ccccc2c1CNCCc1ccc(S(N)(=O)=O)cc1	-27	0.1	-7	10	0	6	6	-1	-115	0	.
Cc1cc(C)c(C(=O)NC2CC(C)(C)Cc3c2cnn3-c2ccccc2)o1 (configuration not stated)	-22	1.2	-8	7	1	28	-2	6	19	1	-1
Cc1cc(NC(=O)c2sccc2C)n(-c2nc3ccccc3[nH]2)n1	-27	-1.0	1	-38	7	-44	2	-2	7	3	2
Cc1ccc(-c2csc(N3CCN(c4cc5c(cc4Cl)nc(-c4ccncc4)n5CCN4CCCCC4)CC3)n2)cc1	10	0.8	-29	4	8	-5	-3	-4	1	7	0
COc1ccc(CC(NC(C)=O)C(=O)NC2CCN(C(=O)NCc3ccccc3)CC2)cc1 (configuration not stated)	30	-0.4	-7	-39	3	-6	1	-5	-10	-11	-4
COc1ccc2nc(NCc3ccccc3)[nH]c2c1	-39	5.9	-11	-120	-32	9	18	5	-139	18	-1
COc1cc(OC)cc(C(=O)Nc2ccc(S(=O)(=O)Nc3nc(C)cc(C)n3)cc2)c1	-14	-2.6	11	10	1	1	-10	0	12	8	-4
O=C(NCCN1CCN(c2cccc(Cl)c2)CC1)Nc1ccccc1	10	-0.5	-6	4	17	-2	-2	0	6	7	-6
CC(=O)N1CC[n+]2c(-c3ccc([N+](=O)[O-])cc3)csc21	-16	-0.2	-5	6	.	-13	-3	8	0	6	-1
CC1Cc2ccccc2N1C(=O)CSc1nccc(=O)[nH]1 (configuration not stated)	-14	3.1	4	12	6	0	-1	1	22	-7	7
COc1ccc(C(=O)/C=C/c2ccccc2)c(O)c1	-20	-0.3	.	-148	-20	-33	-3	-13	-98	7	1
CCOC(=O)/C(C#N)=C\N(C)C	22	-0.5	2	20	-16	-7	-12	-6	11	2	2
COc1ccc(OC)c(S(=O)(=O)N/N=C\c2ccc3c(c2)OCO3)c1	5	-0.3	-44	-46	-43	-2	-10	1	-172	-11	3
CCOCCn1c(C)c(C(=O)OCC)c2cc(O)c3ccccc3c21	-26	2.6	.	-4	-1	4	20	17	-32	16	2
O=C(CCCOc1ccccc1)Nc1cccc([N+](=O)[O-])c1	-16	-1.1	-16	-22	-10	17	1	15	-21	-6	1
Cc1cccc(C(=O)Nc2ccc3c(c2)ncn3C)c1	-86	-0.5	-121	-221	-94	-2	-23	2	-237	20	1
O=C(Nc1ccccc1F)c1ccc2c(c1)OCO2	-80	-0.6	-72	-259	-60	8	-24	1	-216	4	10
CC(OC(=O)c1ccc(S(=O)(=O)N(C)C)cc1)C(=O)Nc1ccc(Cl)cn1 (configuration not stated)	-10	1.0	11	13	-5	3	7	8	4	0	8
CCOC(=O)CNC(=O)CSc1ncccc1-c1nc2ccccc2[nH]1	2	0.1	-8	5	6	6	-7	-8	8	2	-1
CC(=O)Nc1ccc(S(=O)(=O)NCCC(=O)OCc2ccc([N+](=O)[O-])cc2)cc1	-26	0.3	5	3	31	-2	3	-14	15	-8	4
CC(Sc1nnc(COc2ccc(Cl)cc2)o1)C(=O)Nc1ccc(N2CCOCC2)cc1 (configuration not stated)	-3	0.4	-10	-8	5	-39	-1	3	4	-1	.
OCCOCCNc1ncnc2c1cnn2-c1ccccc1	-96	1.7	-41	-182	-56	-3	-4	-3	-149	12	4
O=C(CSc1nnc(CNc2ccc(F)cc2)o1)N1c2ccccc2Sc2ccccc21	5	-2.0	10	17	27	12	-6	-12	27	3	0
